FEN1 inh: qHTS Assay for the Inhibitors of Human Flap endonuclease 1 (FEN1); P39748; Recombinant FEN1 flap cleavage, fluorescence, 15 min; Potency, µM (doses to about 114 µM), for the others: at the top dose activity change, negative = inhibition, hits mostly inhibitors; 390,000 compounds, 0.35% hits; AID 588795, 2011; note: nearly all actives have a fitted effect of over 65% in size
Target sequence (P39748 whole entry, looked up): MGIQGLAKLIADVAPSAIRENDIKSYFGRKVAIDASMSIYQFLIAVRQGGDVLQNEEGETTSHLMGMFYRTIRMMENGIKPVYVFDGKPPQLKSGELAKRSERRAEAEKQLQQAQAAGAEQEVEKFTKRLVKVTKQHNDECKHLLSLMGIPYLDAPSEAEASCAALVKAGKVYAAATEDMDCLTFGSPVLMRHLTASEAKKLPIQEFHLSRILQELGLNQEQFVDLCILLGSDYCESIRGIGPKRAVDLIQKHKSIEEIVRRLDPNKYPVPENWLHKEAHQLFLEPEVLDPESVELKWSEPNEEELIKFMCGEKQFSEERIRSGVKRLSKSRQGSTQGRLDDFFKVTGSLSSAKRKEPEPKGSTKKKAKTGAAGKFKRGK
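Steps: FEN1 (10 nM) dispensed; compound added by pin tool; 15 min at room temperature; substrate added to 50 nM final; reads at 0 min and 15 min; data normalized and fitted (four-parameter Hill).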
TDP1 block: qHTS Assay for Inhibitors of Tyrosyl-DNA Phosphodiesterase (TDP1); AID 485290, 2010; Tyrosyl-DNA phosphodiesterase 1 (Homo sapiens), Q9NUW8; Potency, µM (titrated, usually from 130 µM), for the others: at the top dose activity change, negative = inhibition, most hits filed as inhibitors; 350,000 compounds, 0.28% hits; recombinant TDP1, AlphaScreen DNA substrate cleavage; note: nearly all actives have a fitted effect of over 40% in size
Target sequence (Q9NUW8 whole entry, looked up): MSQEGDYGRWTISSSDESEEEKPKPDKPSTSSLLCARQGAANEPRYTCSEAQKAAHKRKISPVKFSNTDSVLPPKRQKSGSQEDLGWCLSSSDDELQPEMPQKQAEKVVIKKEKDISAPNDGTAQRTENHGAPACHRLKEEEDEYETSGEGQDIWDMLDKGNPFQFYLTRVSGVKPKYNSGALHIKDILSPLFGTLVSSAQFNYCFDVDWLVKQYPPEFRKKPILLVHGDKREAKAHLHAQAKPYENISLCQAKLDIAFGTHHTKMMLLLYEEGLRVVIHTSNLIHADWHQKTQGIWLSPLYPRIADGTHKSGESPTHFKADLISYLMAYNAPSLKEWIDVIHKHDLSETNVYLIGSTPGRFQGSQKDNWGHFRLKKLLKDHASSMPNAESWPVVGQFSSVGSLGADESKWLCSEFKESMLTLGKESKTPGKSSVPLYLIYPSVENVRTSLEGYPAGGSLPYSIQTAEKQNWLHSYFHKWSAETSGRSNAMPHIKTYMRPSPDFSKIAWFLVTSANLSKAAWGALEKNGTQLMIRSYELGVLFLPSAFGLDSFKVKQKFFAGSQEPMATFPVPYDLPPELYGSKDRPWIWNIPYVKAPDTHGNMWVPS
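Steps: enzyme plus compound, 15 min RT; add biotin/phosphotyrosine-FITC oligonucleotide (15 nM final), react 5 min; add donor/acceptor beads (10 ug/ml final), 10 min; read AlphaScreen. Tdp1 at 1 nM final.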
N370S GC mod: qHTS Assay for Inhibitors and Activators of N370S glucocerebrosidase as a Potential Chaperone Treatment of Gaucher Disease | 330,000 compounds, 0.092% hits | N370S GC spleen homogenate, 4MU-glucoside fluorescence | Lysosomal acid glucosylceramidase (Homo sapiens), P04062 | Potency, µM (series often up to 59.4 µM), for inactives: at the highest dose activity change, negative = inhibition, most hits filed as inhibitors;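 note: 0% = full enzyme activity and -100% = no enzyme basal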
An asterisk follows results filed as active; ? = inconclusive; . = not tested or not shown; & = joins results of further samples; [ ] = another dose, or the depositor's remark. Calls come from the whole dose curve; as a rule, active = well fitted curve in the direction sought with a large enough effect; inconclusive = small, poorly fitted or top-dose-only effect, or another doubt; inactive = no such curve, though single readings can be large; an effect the other way counts as inactive or inconclusive. Unless noted, % is set by controls: 0 for no effect and ±100 for the full control effect; potency is the fitted concentration of half-maximal effect.

SMILES | FEN1 inh | TDP1 block | N370S GC mod
CCOC(=O)C1(C)C=C(Nc2ccc(C)cc2)C(=O)N1c1ccc(C)cc1 (stereo unspecified) | -0.5% | 6.2% | 4.9%
COc1ccc(C(=O)NCC2CCCO2)cc1OC (stereo unspecified) | -0.6% | . | -4.1%
Cc1cc(C)c2cc(C(=O)Nc3ccccc3)[nH]c2c1 | -0.5% | 2.7% | -13.3%
C[C@@H]1COC(=O)[C@H](CC(=O)OC(C)(C)C)C/C=C\C[C@H](CC(=O)NCCO)C(=O)N1 | -3.0% | -0.6% | .
Cc1ccc(C2(C)NC(=O)N(CC(=O)N3CC(=O)Nc4ccccc43)C2=O)cc1 (stereo unspecified) | 5.3% | 0.6% | .
N#Cc1ccsc1NC(=O)CN1CCN(S(=O)(=O)c2ccccc2C(F)(F)F)CC1 | -1.9% | -1.1% | -12.8%
CS(=O)(=O)N(CC(=O)N1CCN(Cc2ccc3c(c2)OCO3)CC1)Cc1ccc(Cl)cc1 | -18.2% | -0.5% | -4.1%
Cc1cc(-c2nnc(SCC(=O)Nc3ccccc3F)n2N)n[nH]1 | -14.4% | 0.4% | -11.0%
Cn1c(=O)c2c(nc(Oc3ccccc3N)n2C)n(C)c1=O | -4.1% | . | -11.1%
CCC(CC)NC(=O)Nc1ccc(F)c(Cl)c1 | 4.6% | 5.5% | -6.1%
CC(=O)c1cccc(NC(=O)c2ccncc2)c1 | 3.6% | 0.0% | -8.5%[2.35 µM]
Cc1c(-c2ccccc2)[n+](=O)c(-c2ccc(Br)cc2)c(C)n1[O-] | -3.1% | 6.8% | 3.3%
CSc1ccccc1C(=O)Nc1c(C)cccc1C | -1.9% | . | -15.3%
CCOc1ccc(C(=O)Nc2ccc(-c3cc4ccccc4oc3=O)c(C)c2)cc1[N+](=O)[O-] | -21.3% | 1.2% | -2.5%
CC1CCN(C(=S)Nc2ccc3nc4n(c(=O)c3c2)CCCCC4)CC1 | 0.5% | 0.0% | 13.0%
CC(Sc1nnc(C(F)(F)F)n1C)C(=O)NC(N)=O (stereo unspecified) | 2.9% | -1.0% | 7.0%
CCCC(=O)N1CCN(Cc2ccc3c(c2)OCO3)CC1 | 0.9% | 4.5% | 0.4%
CCOc1ccc(C(CC(=O)Nc2ccc(C(=O)OC)cc2)N2Cc3ccccc3C2=O)cc1OC (stereo unspecified) | -11.8% | 2.8% | .
O/N=C(\c1ccc(Cl)cc1)c1ncc(C(F)(F)F)cc1Cl | -22.4% | 0.0% | 3.5%
Cc1nc(C)c(-c2nnc(-c3ccc(C(C)(C)C)cc3)o2)cc1C(=O)NN | -14.8% | 5.4% | -2.9%
Cc1cccc(Cn2c(C(C)(C)C)cc3cccnc32)c1 | 2.6% | 5.6% | 7.4%
C=C(C)C(=O)OCC(C)O (stereo unspecified) | . | 8.2% | -0.9%
Cc1ccccc1-n1nc(CSc2nc3ccccc3[nH]2)c(-c2ccccc2)c1N | -0.4% | 5.5% | 28.2%
O=C(CN1C(=O)CSc2ccc(S(=O)(=O)N3CCCCC3)cc21)NCc1ccc(F)cc1Cl | -6.3% | 7.8% | .
C(=N\Nc1ccccc1)/c1ccc(N2CCOCC2)cc1 | 14.7% | 9.0% | -3.7%
O=[N+]([O-])c1cc(C(F)(F)F)ccc1NCCc1c[nH]c2ccc(O)cc12 | -19.3% | 10.5% | 12.8%
NC(=O)[C@@H]1CCCN1C(=O)c1ccc2nc(Cc3cccc(Cl)c3)oc2c1 | -11.8% | 1.4% | -29.4%
CCOc1cccc(CNCCO)c1OCc1ccc(Cl)cc1 | -4.7% | 2.7% | -7.0%
CCCCNc1nc(C)nc2c1nc(-c1ccccc1)n2CC(C)(C)CN(C)C | . | 7.5% | -16.6%
CC(C)Oc1ccc(CNC(=O)C2CCCN(S(=O)(=O)c3ccc4c(ccn4C)c3)C2)cc1 (stereo unspecified) | 3.8% | 4.1% | .

Remaining list, next part:
SMILES | FEN1 inh | TDP1 block | N370S GC mod
CCOP(=O)(OCC)C(NC(=O)Nc1c(C)cc(C)cc1C)c1ccccc1 (stereo unspecified) | -3.3% | 5.0% | 2.1%
CCCCOc1ccc(C2C(C(=O)c3cccs3)=C(O)C(=O)N2CCN2CCOCC2)cc1 (stereo unspecified) | -7.2% | . | ?
COC(=O)C1=C(C)NC(=O)/C1=C\c1cc(C)n(-c2ccccc2F)c1C | -11.4% | . | -10.7%
Cc1ccc(NC(=O)c2noc3c2CCC3)cc1C | -21.9% | . | -13.1%
COC(=O)c1ccc(NC(=O)c2sc3nc(-c4ccccc4)cn3c2C)cc1 | -0.5% | 5.9% | 1.4%
Cc1ccccc1C(=O)NC(=S)NCCC1=CCCCC1 | -18.8% | -2.7% | 16.0%
Cc1ccn2c(=O)c(C(=O)NCCCN3CCCC3=O)c(O)nc2c1 | 1.5% | 1.5% | -0.4%
CCCCCC1C(=O)C[C@@H]2CCN3C(=O)CCC[C@H]1[C@H]23 (stereo partly specified) | -0.2% | 1.1%[56.1 µM] | -4.7%[89.1 µM]
Cc1cc(NC(=O)N2CC=C(c3c[nH]c4ccccc34)CC2)ccc1Br | -22.1% | 8.5% | .
O=C(NCCOC(=O)c1ccc(F)cc1)c1ccc(F)cc1 | -2.1% | . | -5.8%
CC1(C)CC2(CCO1)OC(=O)CC2C(=O)NCc1ccccc1 (stereo unspecified) | -16.2% | 0.0% | -3.1%
CCOCCCNC(=O)C(NC(=O)C1CCC(=O)N1)c1ccc(C)cc1 (stereo unspecified) | -6.6% | 1.0% | -3.2%
O=c1cc(-c2ccc(C(F)(F)F)cc2)oc2ccccc12 | -4.1% | 5.6% | .
N#C/C(=C/c1ccc(CNS(=O)(=O)c2ccccc2)o1)C(N)=O | -2.5% | 2.6% | 18.6%
Oc1c(C(c2ccccc2Cl)N2CCCC2)ccc2cccnc12 (stereo unspecified) | -17.9% | 5.5% | -0.4%
CCCCC/C=C\C\C=C/C=C/C=C/[C@@H](SC[C@H](N)C(=O)O)[C@@H](O)CCCC(=O)O | . | 3.7% | -13.2%
O=C(CC1C(=O)OCCN1Cc1ccccc1)Nc1ccc(F)cc1 (stereo unspecified) | 14.7% | 1.9% | .
O=C(Nc1cnn(Cc2ccc(Cl)cc2Cl)c1)c1noc2c1CCCC2 | -31.9% | 0.0% | 11.2%
Cc1ccc(S(=O)(=O)Oc2ccc3ccc(O)cc3c2)cc1 | 11.2% | . | -4.7%
CCOC(=O)C(NC(=O)Nc1ccc(F)cc1F)(Oc1ccccc1)C(F)(F)F (stereo unspecified) | 8.7% | 8.0% | -0.4%
O=C(NC1CCN(Cc2ccccc2)CC1)c1ccc(Cn2c(=S)[nH]c3ccc(N4CCOCC4)cc3c2=O)cc1 | 3.8% | 4.9% | -17.2%
CCCn1c(SCC(=O)NC(=O)NCc2ccco2)n[nH]c1=O | . | 44.7µM* | 3.7%
Cc1ccc2cc3cc(C(=O)N4CCN(c5ccccc5)CC4)sc3nc2c1 | 1.9% | 0.0%[12.3 µM] | .
CCN(CC(=O)Nc1cc(Cl)ccc1C)C(=O)c1ccc2c(c1)NC(=O)C(C)S2 (stereo unspecified) | 1.0% | 5.0% | -3.6%
Cc1cc(NC(=O)C2C3C(=O)N(CCC(C)C)C(C(=O)NCc4ccccc4)C34C=CC2(C)O4)no1 (stereo unspecified) | -0.3% | 2.1% | -0.7%
COc1cccc(CN2CCc3ccc(NC(=O)CCc4ccc(C)cc4)cc3C2)c1O | 4.9% | 3.8% | -0.5%
CN(C(=O)c1ccc2c(=O)n3c(nc2c1)CCCCC3)c1ccccc1Cl | 2.9% | 2.6% | 6.4%
COc1ccc(S(=O)(=O)/N=C2/NC(=O)/C(=C/c3ccco3)S2)cc1 | -7.6% | ? | 0.7%
CCN(CC)c1ccc(C(=O)OCc2cc(=O)oc3cc(O)ccc23)cc1 | 2.5% | 3.9% | 6.7%
Cc1cc(C)cc(NS(=O)(=O)c2ccc(-n3cccn3)cc2)c1 | ? | 2.8% | .

For reference, some entries already given:
SMILES | FEN1 inh | TDP1 block | N370S GC mod
CCN(CC)c1ccc(C(=O)OCc2cc(=O)oc3cc(O)ccc23)cc1 | 2.5% | 3.9% | 6.7%
Cc1cc(C)cc(NS(=O)(=O)c2ccc(-n3cccn3)cc2)c1 | ? | 2.8% | .

Carrying on:
SMILES | FEN1 inh | TDP1 block | N370S GC mod
N#CC(C#N)=C(N)/C(C#N)=C/c1cc(O)c(O)c(O)c1 | 8.91µM* | . | -12.6%&-18.9%
COc1ccc(-c2nc3ccccc3c(=O)n2NC(=S)N(C)C)cc1 | 0.4% | 5.3% | 5.4%
CSc1nc2sc3c(c2c(=O)n1C)CCC3 | 14.4% | 0.8% | -0.3%
CCNc1nc(NC(C)(C)C)nc(N2CCCC2)n1 | -1.8% | -4.2%[56.1 µM] | -6.0%
C=CCNC(=S)N/N=C/c1ccc(OCc2ccccc2Cl)cc1 | 6.9% | 3.9% | 2.6%
Cc1cccn2c(=O)c3cc(C(=O)NCC4CCCO4)c(=N)n(C4CCCCC4)c3nc12 (stereo unspecified) | 4.2% | -0.1% | 9.5%
COc1ccc(CCNC(=O)CCc2c(C)nc3c(c(C)nn3-c3ccc(C)c(C)c3)c2C)c(OC)c1OC | -9.4% | -1.2% | .
O=C(CCCc1ccccc1)NCc1ccccn1 | 0.4% | . | -0.1%
COc1ccc(S(=O)(=O)N2CCN(c3cnccn3)CC2)cc1OC | -4.7% | 2.4% | .
CCOC(=O)c1ccccc1NC(=O)CSc1nnc(Cc2cccn2C)n1-c1ccc(F)cc1 | -20.8% | 8.8% | 21.7%
COc1cccc(C(=O)COC(=O)c2cccs2)c1 | -2.4% | -0.4% | -9.8%
CCn1ccc2cc(S(=O)(=O)N3CCCN(C(=O)Nc4ccccc4F)CC3)ccc21 | -13.9% | -0.6% | .
CN(CC(=O)Nc1ccccc1Br)C(=O)CN1CCN(Cc2ccc(Cl)cc2)CC1 | -5.9% | 2.2% | .
Cc1nn(Cc2ccc(Cl)cc2Cl)c(C)c1NC(=O)C1C2CCC(O2)C1C(=O)O (stereo unspecified) | -3.8% | -7.4%[56.1 µM] | 24.2%
Cc1cc2occ(CC(=O)NC3=NCCS3)c2cc1C(C)C | -15.3% | 3.1% | -1.1%
CCN(C(=O)c1cc2c(s1)-c1ccccc1OC2)c1cc(OC)ccc1OC | ? | . | -7.4%
CC(=O)Nc1ccc(S[C@@H](CCN2CC[C@H](O)CCC2=O)c2ccccc2)cc1 | -12.3%&-9.8% | 5.9% | .
CSc1ccc(C(=S)N2CCN(C(c3ccccc3)c3ccccc3)CC2)cc1 | -15.6% | 3.0% | 6.0%
CC1=CC(C)(C)N(C(=O)CSc2nncn2C)c2ccccc21 | -1.8% | -2.5%[56.1 µM] | 3.3%
S=C(N/N=C1\CCc2ccccc21)NC1CCCCC1 | -2.7% | 8.1% | ?
CC(=O)c1c(O)cc(O)cc1CC(=O)O | -18.0% | -5.1% | 8.4%
CCCCCCCCCCCC(=O)c1c(O)cccc1O | ? | 2.6% | -8.0%
Cc1ccccc1OCC(=O)OCC(=O)Nc1cc(S(=O)(=O)N2CCCCC2)ccc1Cl | -9.0% | . | 0.1%
COc1ccc(S(=O)(=O)N(C)C[C@H]2Oc3ccc(NS(=O)(=O)c4c(C)noc4C)cc3C(=O)N([C@H](C)CO)C[C@@H]2C)cc1 | 5.7% | 1.2% | .
CCC(C(=O)N/N=C/c1cccnc1)c1ccccc1 (stereo unspecified) | 0.9% | 4.3% | -3.9%
COC(=O)c1ccc(NC(=O)C(=O)NCCc2csc3nc(-c4ccccc4F)nn23)cc1 | 12.6% | 4.1% | .
CCSc1nc(C)cc(Oc2ccc(=O)n(C)n2)n1 | -9.1% | -2.0% | 7.4%
CCc1ccc2oc(-c3cc(N=Cc4cccc(OC)c4O)ccc3O)nc2c1 | -12.1% | 2.1% | -0.8%
CCN(CC)CCn1c(NCc2cccc(OC)c2OC)nc2ccccc21 | -2.5% | 2.3% | -13.3%
CCC(C)Nc1nnc(SCC(=O)c2c(N)n(C3CC3)c(=O)[nH]c2=O)s1 (stereo unspecified) | 3.2% | 0.6% | .
CC1CCCN(C(=O)Cn2nnc(-c3ccc(S(C)(=O)=O)cc3)n2)C1 (stereo unspecified) | 24.7% | -0.5% | -1.9%
COc1ccc(C(CNC(=O)c2cc3c(s2)CCC(C)C3)N2CCOCC2)cc1 (stereo unspecified) | 1.5% | 2.3% | .

Screening results: PubChem, National Center for Advancing Translational Sciences (NCATS)
